Autophagy mod = autophagy modulation, high-content screen. calls only at 10 µM (by protocol). 190,000 compounds, 0.98% hits. MEF GFP-LC3 puncta imaging; test concentration mostly 10 µM. AID 463193;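 active = percentage of spot-positive cells more than 3 SD above its plate mean, without a fluorescence outlier flag or 80% toxicity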;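 note: spot-positive cell cutoff set from DMSO-treated cells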
Dynein cargo inh = dynein cargo transport inhibition; 3617.4 mouse cells, GR-EGFP nuclear translocation imaging; test concentration mostly 20 µM; stimulated with dexamethasone, 1 µM; active compounds read low; 220,000 compounds, 0.47% hits; z-score, hits read low;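 active = plate z-score of nuclear minus cytoplasmic receptor signal below a set negative limit, without overly bright fluorescence or cell loss, cut at about -3.5 in these data, passing the limit was not always enough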;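 note: z-score of nuclear minus cytoplasmic ring GR-EGFP intensity difference per well; some compounds called inactive have numbers as strong as hits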
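Medium: Induction medium lacking tetracycline, stripped serum | Probe or stimulus: 1.0 µM final dexamethasone stimulus | Schedule: 48 h induction, then 1 h compound, then 30 min agonist, 37 °C | Signal: Automated 10x imaging of fixed Hoechst-stained cells | Evaluation: Per-cell GR-EGFP intensity, nucleus versus surrounding cytoplasmic ring, well-averaged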
MT stabilize HCS = microtubule stabilization, imaging screen; HeLa tubulin immunostaining HCS, 24 h; share of cells brighter than vehicle mean+2SD; % tubulin-high responders, % at 10 µM; 200,000 compounds, 0.83% hits; AID 2205;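 active = plate Z-score above 3 for both tubulin-high and condensed-nucleus cell shares, with cell loss under 80%, at 10 µM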;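 note: anti alpha tubulin signal scored within the nucleus-defined area of each cell; some results filed as inactive read as strong as hits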
T cell HTS = T cell immune modulation candidate; AID 2052; calls only at 7 µM; 2C CD8+ T cell-vesicle binding, flow cytometry; active compounds read low; 330,000 compounds, 0.068% hits;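 active = response, share of CD8 T cells binding vesicles, and their 90th percentile fluorescence all below set limits, cut at about 80% in these data, passing the limit was not always enough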
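Also added: QL9-peptide-loaded Drosophila micro-vesicles bearing Ld, ICAM-1 and B7-1; Test system: purified 2C TCR transgenic mouse naive CD8+ T cells; Measured by: cytometric PE anti-B7-1 and Alexa647 anti-CD8 signals after 1% paraformaldehyde fixation; Timing: binding step 1.5 h, 37 °C, antibody labelling 20 min, ice.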
Salmonella PhoP GFP = PhoP-dependent GFP reporter repression – Salmonella Typhimurium, primary screen (AID 1863). one-dose inhibition, % at 50 µM; IC50 in µM for titrated hits. 300,000 compounds, 0.16% hits. S. Typhimurium PhoP-regulated promoter GFP reporter, 4 h; higher % means a stronger effect;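 active = inhibition over 29.93%, a cutoff 3 SD above the screen mean, later confirmed by dose response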;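 note: 0% = low Mg2+ inducing control and 100% = high Mg2+ repressing control; strong numbers were not always called active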
Insulin prom up = MIN6 insulin promoter up-regulation. MIN6 insulin promoter-GFP reporter, high-content imaging; active compounds read high. z-score at 5 µM. 190,000 compounds, 0.3% hits. AID 1625;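 active = z-score above 3 at 5 µM with at least 500 cells counted in the well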
Hep lipid drop = modulators of hepatic lipid droplet formation; AID 1656; inhibition, % at 6.5 µM; 240,000 compounds, 0.4% hits; AML12 mouse hepatocytes, oleate lipid droplets, BODIPY imaging;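 active = lipid droplet intensity inhibited by at least 50%, with more than 500 cells counted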
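Material: mouse AML12 hepatocyte cell line, fixed after treatment; Timing: compound with oleate, overnight; Technique: high-content imaging of BODIPY-stained droplets and DAPI nuclei; Probe or stimulus: oleate, 100 µM final; Dosing: compound at 6.5 µM only.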
bCat nuc transl = beta-catenin nuclear translocation modulation. HeLa beta-catenin nuclear translocation, immunofluorescence imaging. nuclear translocation activity, % at 5 µM. 190,000 compounds, 0.3% hits. AID 1665;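 active = nuclear translocation activity above 50% at 5 µM, with a well cell count of 50 or more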;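 note: per-cell ratio of nuclear to cytoplasmic median beta-catenin stain intensity; plate controls were DMSO negative control for no effect and GSK-3 inhibitor IX positive control for full effect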
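Test system: HeLa cells, endogenous beta-catenin; Compound: single 5 µM dose plus 0.02–20 µM confirmation series; Times: compound exposure 24 h at 37°C; Signal: fluorescence imaging of beta-catenin antibody stain plus DAPI; Read-out: % activation, nuclear-to-cytoplasmic median beta-catenin signal ratio per cell.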
ER stress rescue = rescue of cells from ER stress-induced death, primary screen, 384-well, CSM14.1, thapsigargin, ATP luminescence (AID 1222). one-dose cellular ATP content (survival), % at 20 µM; EC50 in µM for titrated hits. 190,000 tested, under 10 active. CSM14.1 thapsigargin-induced death rescue, ATP luminescence; higher % means a stronger effect;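 active = EC50 below 50 µM in the dose-response confirmation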;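 note: death triggered by thapsigargin at about 15 µM added after 2 h compound pretreatment; cell ATP read after overnight thapsigargin exposure of roughly 18 to 22 hours; normalized against plate controls of thapsigargin alone and 5% DMSO vehicle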
Dynein cargo inh cytoplasmic EGFP = further read-out of Dynein cargo inh, marked with its call; z-score; measured here: cytoplasmic GR-EGFP intensity; active compounds read high
Dynein cargo inh nuclear GR-EGFP = also measured in Dynein cargo inh; calls as there; z-score; measured here: nuclear GR-EGFP intensity;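 lower value marks the stronger effect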
Dynein cargo inh cell count = also measured in Dynein cargo inh; calls as there; z-score; measured here: cell count per field
Insulin prom up cell count = also measured in Insulin prom up; calls as there; cell count; measured here: cytotoxicity, nuclei count;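 total cells summed across four imaged fields per well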
Hep lipid drop cells 6.5 µM = second read-out of Hep lipid drop, no call of its own (marks repeat the call); cell count; measured here: cell count, cytotoxicity flag;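 cells counted across two imaged fields per well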
bCat nuc transl cell count 5 µM = further read-out of bCat nuc transl, marked with its call; cell count; measured here: cell count, cytotoxicity flag
T cell HTS vesicle-bound % = recorded beside T cell HTS, whose call it bears; double positive events, %; measured here: CD8+ vesicle-bound cell fraction;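 binding gate set so that unloaded-vesicle control wells show 10% double positive cells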
MT stabilize HCS Hoechst-high % = second read-out of MT stabilize HCS, no call of its own (marks repeat the call); % Hoechst-high responders; measured here: nuclear condensation Hoechst responders;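 share of cells brighter than vehicle mean plus two SD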
MT stabilize HCS cytotoxicity % = further read-out of MT stabilize HCS, marked with its call; toxicity, %; measured here: cytotoxicity by cell density;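 0% = mean cell density of plate MIN control wells and 100% = no cells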
Autophagy mod cell loss 18 h = also measured in Autophagy mod; calls as there; toxicity, %; measured here: cell loss, nuclei count;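 cell loss after 18 h compound exposure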
The depositor's hits bear a star; i = inactive; nt = no result given; & = joins results of further samples. The order is random; 3% or so of the library scored in one or more.

SMILES	Autophagy mod	Autophagy mod cell loss 18 h	Dynein cargo inh	Dynein cargo inh cytoplasmic EGFP	Dynein cargo inh nuclear GR-EGFP	Dynein cargo inh cell count	MT stabilize HCS	MT stabilize HCS Hoechst-high %	MT stabilize HCS cytotoxicity %	T cell HTS	T cell HTS vesicle-bound %	Salmonella PhoP GFP	Insulin prom up	Insulin prom up cell count	Hep lipid drop	Hep lipid drop cells 6.5 µM	bCat nuc transl	bCat nuc transl cell count 5 µM	ER stress rescue
Cc1nc(/C(N)=N/OC(=O)c2c(-c3ccccc3Cl)noc2C)cs1	nt	nt	0.0031	-0.18	0.52	-0.36	nt	nt	nt	i	40	-3%	-0.14	1123	22	711	-0.2	1251	nt
NCc1ccc(S(N)(=O)=O)cc1	i	5	-0.28	-0.29	0.35	0.21	3.2	1.0	3.1	i	66&6	-5%	nt	nt	-18	714	nt	nt	5.1%
O=C(c1ccc(OC2CCN(CCc3ccccc3)CC2)cc1)N1CCCC(CO)C1 (stereo unspecified)	i	12	-0.25	0.071	0.036	0.56	4.1	2.7	3.6	i	35	-3%	0.16	1209	-18	677	-1.0	1152	-1.2%
COc1ccc(C(C)C)cc1S(=O)(=O)N1CCN(C)CC1	i	0	0.86	-0.017	0.71	-0.24	1.6	1.4	9.9	i	21	-11%	0.03	907	-3	760	nt	nt	-0.6%
COc1ccc(CCNC(=O)c2cccnc2)cc1OC	i	15	-0.88	-0.4	-0.64	0.88	2.9	1.4	1.1	i	50	3%	0.75	980	nt	nt	-5.3	881	1.6%
CN1CCc2c(sc3c2c(=O)n(-c2ccccc2)c2nncn32)C1	i	32	-0.33	-0.18	-0.15	0.045	1.3	1.9	11	i	31	-1%	nt	nt	nt	nt	nt	nt	3.1%
Cc1cc(C(=O)OCC(=O)c2cccs2)c2ccccc2n1	i	-13	2	0.036	1.9	-2.2	3.3	0.4	0.7	i	40	1%	0.25	1489	14	693	-0.4	1038	-0.8%
CCc1cccc(CC)c1NC(=O)CSc1nc2ccc(N3C(=O)C4C(C3=O)[C@H]3C=C[C@@H]4C3)cc2s1 (stereo partly specified)	i	-5	0.11	-0.18	0.15	-0.62	9.3	1.2	9.1	i	7	0%	0.11	1421	-17	661	0.7	1124	1.1%
COc1ccc(NC(=O)C2CCN(C(=O)c3cccs3)CC2)c(OC)c1	i	-4	-0.087	0.14	-0.72	-0.11	2.3	0.8	6.3	i	36	11%	-0.18	1553	nt	nt	-0.3	1272	-1.0%
N=C1SC(c2ccccc2)C(=O)N1c1ncc(Cc2ccccc2Cl)s1 (stereo unspecified)	i	-4	-0.26	-0.26	-0.32	0.16	2.8	3.3	2.1	i	53	1%	-0.09	1347	2	652	0.0	1031	2.2%
Cc1cc(C)c(NC(=O)C(C)Sc2nnc(-c3ccco3)n2-c2ccccc2)c(C)c1 (stereo unspecified)	i	25	-0.15	-0.21	0.45	1.1	3.6	2.1	3.9	nt	nt	-6%	-1.1	1522	nt	nt	-1.2	1289	-7.0%
CC1=NN(C(=O)CSCc2ccccc2)C(O)(c2ccc(Cl)cc2)C1 (stereo unspecified)	i	23	-0.046	-0.23	0.26	-0.33	3.0	1.7	7.1	i	36	-9%	0.17	1456	-8	720	-0.1	991	0.8%
CCCOc1ccc2oc(=O)c3c(c2c1)CCCN3C(=O)CN(C)Cc1ccccc1	i	-13	0.11	-0.23	0.043	0.8	2.3	1.2	1.5	i	35	3%	-1.5	1167	nt	nt	0.2	1155	5.9%
CC(C)(Oc1ccc(-c2ccco2)cc1)C(=O)O	i	-35	-0.25	-0.31	0.52	0.43	2.0	1.4	0.7	i	1	2%	-0.92	1190	-8	705	-1.0	1151	2.8%
Cc1cc2n(n1)SC(Nc1cc(Cl)ccc1Cl)N2 (stereo unspecified)	i	4	-0.71	-0.25	-0.58	-0.11	2.0	0.5	31	i	37	-6%	0.13	1200	-15	755	-1.9	1218	0.5%
NC(=O)C1CCN(c2nc(C3CC3)nc3c2nnn3Cc2ccccc2Cl)CC1	i	5	0.19	-0.23	-0.22	-0.19	4.5	1.4	8.4	i	11	23%	0.12	1002	nt	nt	-6.3	854	0.0%
NC(=O)CCC1NC(=S)N(Cc2ccccc2)C1=O (stereo unspecified)	i	14	-0.47	-0.38	-0.72	1.3	2.6	1.2	7.8	i	19	6%	-0.05	1529	-8	700	0.3	1457	3.0%
Cc1ccc(C(=O)C(NC(=O)c2ccco2)Nc2sc3c(c2C(N)=O)CCCC3)cc1 (stereo unspecified)	i	-4	-1.1	-0.21	-0.49	0.083	2.9	2.2	3.1	i	38	-6%	0.66	1246	4	741	-1.3	590	-0.8%
Nc1nnc(SCC(=O)c2ccc3c(c2)NC(=O)CO3)s1	i	-17	0.27	-0.3	0.069	0.37	2.1	1.8	2.5	i	52	-5%	-0.14	1368	-2	725	-0.5	910	-0.5%
O=C(COC(=O)Cc1ccc(Br)cc1)NCc1ccc(F)cc1	i	-20	1.1	-0.0067	0.94	-0.5	1.9	0.8	11	i	50	-5%	0.41	1614	4	702	-2.6	1079	-0.3%
Cc1[nH]c2ccccc2c1SCC(=O)N1CCC(C)CC1	i	26	-0.039	-0.22	-0.087	0.14	1.5	3.7	8.0	i	2	7%	-0.12	1288	0	705	0.3	1116	1.2%
CCOc1ccc2oc(-c3ccccc3)c(C(=O)N3CCN(C)CC3)c2c1	i	6	-0.56	-0.21	-0.15	0.71	2.5	2.9	3.6	i	35	-5%	-0.43	945	0	728	-4.0	1259	1.0%
O=C(Nc1ccc([N+](=O)[O-])cc1)N1CCCCC1	i	-2	-0.05	-0.096	0.26	-0.019	5.8	2.7	4.8	i	50	4%	-0.04	1132	3	721	0.3	1040	0.4%
O=C1CN(C(=O)COc2ncnc3ccccc23)c2ccccc2N1	i	-3	-0.55	-0.24	-0.32	0.53	3.4	1.9	4.2	i	14	1%	4*	830*	-50	703	nt	nt	-0.2%
CCc1[nH]nc2c1C(c1cccc(OC(=O)N3CCOCC3)c1)C(C#N)=C(N)O2 (stereo unspecified)	i	-1	-1.1	-0.2	-0.51	1.1	2.6	1.2	1.4	i	20	4%	-0.34	1903	4	511	-1.9	1129	-2.8%
CCOC(=O)C1=C(C)NC2=C(C(=O)c3ccccc32)C1c1ccc([N+](=O)[O-])o1 (stereo unspecified)	nt	nt	-1.8	-0.25	-0.86	0.7	nt	nt	nt	i	58	3%	-0.14	1377	1	747	-2.6	1183	nt
CC(C)=NOc1cc(NC(=O)CCl)cc([N+](=O)[O-])c1	i	92	-3.4	0.5	-2	0.45	2.7	3.7	1.6	i	34	-2%	-1.9	532	18	734	nt	nt	-1.1%
CCCCNC(=O)CCc1c(C)nc2nc(-c3cc(OC)cc(OC)c3)nn2c1C	i	-6	-0.51	-0.29	-0.31	0.23	2.8	1.7	8.2	i	54	-5%	nt	nt	-9	819	-8.1	976	-3.0%
N/C(Cc1ccc(Cl)cc1)=N\OC(=O)c1ccccc1	i	17	1.1	-0.26	0.37	1	3.8	2.3	7.2	i	44	-1%	nt	nt	10	829	nt	nt	-0.8%
O=C(O)c1ccc(N/N=C/c2cccc3cccnc23)cc1	nt	nt	-0.86	-0.19	-0.0031	-0.53	nt	nt	nt	i	38	-10%	0.35	1033	6	635	-0.7	1412	nt
CCC(C)/C(C)=N/NC(=O)c1ccc(COc2ccc(Cl)c(C)c2)cc1 (stereo unspecified)	i	1	0.22	-0.21	0.22	-0.96	4.1	3.7	7.0	i	40	0%	nt	nt	-27	690	-2.1	977	-0.9%
COc1ccc(C(c2c(O)nc[nH]c2=O)c2c(O)nc[nH]c2=O)cc1	nt	nt	-0.68	-0.26	0.047	0.075	nt	nt	nt	i	40	-3%	-0.46	1103	1	644	0.0	1297	nt
N#C/C(=C\c1ccc(Oc2ccc(C(F)(F)F)cc2[N+](=O)[O-])cc1)c1nc2ccccc2[nH]1	i	12	-0.47	-0.15	-0.37	0.24	1.4	1.3	8.8	i	43	10%	0.02	1423	nt	nt	-2.2	1445	-0.8%
COC(=O)c1ccc2c(=O)n(-c3ccccc3)c(=S)[nH]c2c1	i	3	0.18	-0.29	-0.26	-0.069	5.9	0.9	3.1	i	52	5%	-0.32	1322	0	656	-0.7	1044	-1.0%
COC(=O)c1c(NC(=O)CN2CCC3(O)CCCCC3C2c2ccccc2OC)sc(C)c1C (stereo unspecified)	i	-8	0.59	-0.19	0.072	-0.8	2.4	5.0	14	i	26	23%	0.01	1233	1	559	0.2	396	-2.4%
